# Assay outcomes as filed in PubChem.
# PPARg SRC3 recr: PPARgamma agonists recruiting SRC-3 coactivator, primary screen, biochemical; activation, % at 8 µM; AID 731, 2007; Peroxisome proliferator-activated receptor gamma (Homo sapiens), P37231; biochemical PPARgamma/SRC-3 coactivator recruitment assay; 200,000 compounds, 0.26% hits; in the data active = activation above about 23%;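 note: 0% = DMSO and 100% = reference agonist; some compounds past the cut are filed as inactive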
# TLR4-MyD88 BLA: inhibitors of TLR4-MyD88 association in cells, primary screen, cell-based, HeLa CL3-4, BLA complementation, FRET ratio; 200,000 compounds, 0.18% hits; HeLa CL3-4 TLR4/MyD88 BLA complementation; inhibition, % at 8.4 µM; in the data active = inhibition above about 25%;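 note: 0% = vehicle and 100% = reference inhibitor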
# Target sequence (O00206 whole entry, looked up): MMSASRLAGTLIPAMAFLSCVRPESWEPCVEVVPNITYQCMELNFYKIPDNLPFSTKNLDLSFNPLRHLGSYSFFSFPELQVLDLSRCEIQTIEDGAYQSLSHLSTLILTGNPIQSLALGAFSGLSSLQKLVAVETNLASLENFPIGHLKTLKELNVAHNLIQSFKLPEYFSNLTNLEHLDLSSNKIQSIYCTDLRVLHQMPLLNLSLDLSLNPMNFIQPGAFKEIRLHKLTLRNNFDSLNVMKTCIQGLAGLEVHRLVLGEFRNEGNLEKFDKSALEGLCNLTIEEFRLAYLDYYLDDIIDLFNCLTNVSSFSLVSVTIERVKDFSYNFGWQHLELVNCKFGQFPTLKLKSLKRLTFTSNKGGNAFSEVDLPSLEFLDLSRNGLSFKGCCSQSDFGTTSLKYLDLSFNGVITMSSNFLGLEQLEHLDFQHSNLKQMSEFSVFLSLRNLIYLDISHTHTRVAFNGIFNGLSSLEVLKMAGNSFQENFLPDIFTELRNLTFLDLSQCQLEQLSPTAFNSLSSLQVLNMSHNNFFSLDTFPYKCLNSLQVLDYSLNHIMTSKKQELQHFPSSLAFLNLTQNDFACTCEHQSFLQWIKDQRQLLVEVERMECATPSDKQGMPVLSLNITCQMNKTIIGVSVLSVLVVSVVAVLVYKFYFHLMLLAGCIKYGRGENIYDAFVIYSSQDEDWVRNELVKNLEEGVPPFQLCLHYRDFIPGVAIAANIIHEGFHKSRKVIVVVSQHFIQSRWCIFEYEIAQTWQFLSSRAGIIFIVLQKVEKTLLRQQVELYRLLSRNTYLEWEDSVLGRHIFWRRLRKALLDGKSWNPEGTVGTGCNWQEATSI
# Target sequence (Q99836 whole entry, looked up): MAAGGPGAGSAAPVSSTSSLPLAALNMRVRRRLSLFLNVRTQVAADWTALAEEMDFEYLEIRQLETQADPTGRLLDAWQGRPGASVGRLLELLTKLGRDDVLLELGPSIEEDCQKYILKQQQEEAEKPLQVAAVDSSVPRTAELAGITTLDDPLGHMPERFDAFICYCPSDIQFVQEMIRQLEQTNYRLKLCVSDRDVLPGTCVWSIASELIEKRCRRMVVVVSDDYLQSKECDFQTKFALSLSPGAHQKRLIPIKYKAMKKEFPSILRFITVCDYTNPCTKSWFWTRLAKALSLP
# STAT1 inh: STAT1 signaling inhibitors, primary screen, cell-based, HTS, luciferase reporter; NIH 3T3 STAT1-luciferase reporter, IFN-gamma, luminescence; inhibition, % at 5.5 µM; 200,000 compounds, 0.35% hits;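 active = inhibition above a set limit, the mean inhibition across all tested compounds plus 3 SD, cut at about 34% in these data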;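 note: 0% = IFN-gamma with DMSO and 100% = IFN-gamma with 300 µM nifuroxazide; values of inactives mirror those of a sister screen read the other way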
# RAM network inh: inhibitors of the yeast RAM network, primary screen, dse1pr::URA3 reporter, 5-FOA selection. S. cerevisiae dse1pr::URA3 reporter, 5-FOA growth OD615, 2 d; analog-sensitive cbk1-as2 kinase mutant strain. inhibition, % at 50 µM. 190,000 compounds, 1.8% hits. AID 868, 2007;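 active = inhibition above a set limit, 3 SD over mean compound inhibition, cut at about 8.4% in these data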;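 note: 0% = DMSO-only wells with no growth and 100% = 10 µM 1-NA-PP1 full growth; inhibition rescues growth on 5-FOA so higher OD means more RAM inhibition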
# STAT3 inh: IL-6 driven STAT3 reporter inhibitors, primary screen, U3A cells, luciferase, luminescence, MLSCN library. IL-6 STAT3-luciferase reporter; host cell line lacks STAT1. inhibition, % at 5.5 µM. AID 862, 2007. 190,000 compounds, 0.89% hits;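 active = inhibition above the mean inhibition across all screened compounds plus 3 SD, cut at about 44% in these data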;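 note: 0% = DMSO only wells and 100% = 100 µM nifuroxazide control wells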
# SRC2 TRFRET art: TR-FRET signal artefacts, primary screen, artefact control for PPARgamma SRC-2 agonist project, biochemical; AID 1049, 2008; TR-FRET ratio at 8 µM; 200,000 compounds, 0.4% hits; TR-FRET artefact counter-screen; stronger effect = higher value; in the data active = TR-FRET ratio above about 2000; note: inactives centre near 1500
# ROMK mod: ROMK potassium channel modulators, primary screen, cell-based, thallium flux, MLSMR library; ATP-sensitive inward rectifier potassium channel 1 (Homo sapiens), P48048; Tet-inducible ROMK, thallium flux fluorescence; actives lie on both sides; B-score at 10 µM; 130,000 compounds, 2% hits; AID 1918, 2009;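 active = signal ratio slope over the read window, or its plate-corrected B-score, at least 3 SD from the plate mean, either direction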;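 note: B-score of the F/F0 ratio slope over 7 to 12 s after thallium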
# STAT3 activator: IL-6 driven STAT3 reporter potentiators, primary screen, U3A cells, luciferase, luminescence, MLSCN library; 190,000 compounds, 0.91% hits; IL-6 STAT3-luciferase reporter; 100% = signal with IL-6 EC80 alone; AID 871, 2007; activation (% of control), % at 5.6 µM;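 active = activation above the screen-wide mean of compound activation plus 3 SD, cut at about 130% in these data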;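 note: 0% = background luminescence of wells with medium and substrate only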
#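 Test system: STAT3-luciferase reporter U3A cells; Detection: reporter luminescence signal; Times: 1 h compound pre-exposure, 6 h IL-6 stimulation, 37 °C; Benchmarks: IL-6-only high control; Also added: IL-6 stimulus at 33 ng/mL final.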
# PPARg SRC-2 ag: agonists of PPARg-SRC-2 recruitment, primary screen, biochemical, HTS; activation, % at 8 µM; Peroxisome proliferator-activated receptor gamma (Homo sapiens), P37231; 200,000 compounds, 0.34% hits; PPARgamma LBD-SRC-2 recruitment; in the data active = activation above about 22%;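 note: 0% = vehicle and 100% = reference agonist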
# PPARg SRC1 recr: PPARgamma agonists recruiting SRC-1 coactivator, primary screen, biochemical; PPARgamma-SRC-1 coactivator recruitment biochemical assay; activation, % at 8 µM; 200,000 compounds, 0.41% hits; AID 631, 2007; in the data active = activation above about 19%;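 note: 0% = DMSO and 100% = reference agonist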
# S1P3 antagonist: S1P3 receptor antagonists, primary screen, cell-based. AID 485, 2006. inhibition, % at 4.98 µM. Sphingosine 1-phosphate receptor 3 (Homo sapiens), Q99500. 170,000 compounds, 0.27% hits. CHO S1P3 NFAT-BLA reporter, FRET fluorescence, antagonist mode;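 active = inhibition above the plate cutoff, the mean inhibition of test wells on that plate plus 3 SD, cut at about 28% in these data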;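 note: cells challenged with S1P at its EC80 of 0.8 µM; blue over green emission ratio from cleaved BLA substrate after 4 h stimulation; 0% = S1P-stimulated wells and 100% = unstimulated DMSO-only wells; some compounds past the cut are filed as inactive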
# Active calls of the source: *; x = not tested or not shown. Compounds as they come, and some 5.6% of all compounds hit somewhere here.
SMILES,PPARg SRC3 recr,TLR4-MyD88 BLA,STAT1 inh,RAM network inh,STAT3 inh,SRC2 TRFRET art,ROMK mod,STAT3 activator,PPARg SRC-2 ag,PPARg SRC1 recr,S1P3 antagonist
CCOC(=O)N1CCN(C(=O)Nc2ccc(NC(=O)N3CCN(C(=O)OCC)CC3)cc2)CC1,3.7,-12.7,10.5,0.5,4.4,1810,0.0362,101.3,11.9,1.6,6.7
CCCC[C@@H]1CNC(=S)N1CCC12CC3CC(CC(C3)C1)C2,-1.7,-13.0,-7.2,4.4,x,1588,x,x,3.5,-4.3,-7.0
CC(C)=CC(=O)Nc1nnc(C)s1,5.2,6.0,-7.9,2.1,5.5,1545,0.0637,98.1,4.5,-1.9,x
Cc1c(C(=O)OCC(=O)NCCN2C(=O)CSC2=O)oc2c1ccc1ccccc12,0.9,-2.6,4.9,1.9,14.0,1704,-0.653,91.0,-8.6,0.0,1.1
COC(C)(C)[C@]12CC(O)(c3ccccc3)ON1[C@H]1CCCCC1N2O (stereo partly drawn),-5.0,-4.4,-3.6,0.9,7.8,1419,x,96.5,-0.5,-4.8,-22.8
COc1ccc(OC(=O)c2cccnc2)cc1,7.7,10.3,-1.8,1.1,9.6,1699,0.041,92.0,7.8,2.2,x
COCCNC(=O)C1CCCN(c2ncccn2)C1 (stereo not drawn),0.6,-4.5,-2.6,0.2,-0.4,1396,x,104.4,-3.2,-6.3,2.3
CCCCCNC(=O)C(C)NS(=O)(=O)c1ccc(OC)cc1 (stereo not drawn),-11.1,9.0,-2.1,2.2,-4.6,1380,x,106.5,8.7,-2.5,18.8
O=C(NCCCN1CCCC1=O)c1ccc2c(c1)NC(=O)c1ccccc1S2,6.8,1.0,1.6,0.9,12.9,1529,x,96.3,0.5,4.6,x
CCn1c(C)cc(/C=C2/NC(=O)N(CC(=O)Nc3cccc(C)c3)C2=O)c1C,3.7,-2.4,2.7,3.9,0.6,1451,x,101.4,1.5,4.5,-28.7
Cc1cc2cc(C(c3nnnn3C(C)(C)C)N(Cc3ccco3)CC3CCCO3)c(=O)[nH]c2cc1C (stereo not drawn),-8.6,1.4,4.4,5.8,9.5,1705,x,100.6,-6.4,2.2,x
CCC(C)Sc1nc2c(cnn2-c2ccccc2)c(=O)[nH]1 (stereo not drawn),-1.9,11.5,-6.0,1.3,1.8,1336,x,98.7,1.4,-10.7,13.9
Cc1sc2ncn(CC(=O)NCCCC(=O)N3CCN(c4ccccc4)CC3)c(=O)c2c1C,-5.3,10.5,3.5,2.8,3.0,1736,x,100.8,12.1,4.6,x
O=C(COC(=O)c1ccccn1)Nc1ccccc1Cl,8.2,10.9,4.7,0.1,17.4,1620,-0.885,90.5,-1.0,5.0,-13.0
CC(C)(CO)NCC(O)Cn1cc(C=O)c2ccccc21 (stereo not drawn),-0.6,8.3,-1.3,0.8,-5.1,1473,0.18,105.6,4.7,4.7,-0.3
CCC(CO)NCc1cc(OC)c(OCC(=O)NCCc2ccccc2)cc1Br (stereo not drawn),0.7,-3.5,-11.3,-0.4,-1.0,1475,-0.785,103.2,-1.2,5.3,6.2
CC/C(=N/Nc1ccccc1C)c1cnnc(SC)n1,-1.4,-0.3,-11.0,2.7,19.3,1477,-1.31,84.9,6.6,-1.7,-6.3
CCOC(=O)N1CCN(C(=O)CN(c2ccc(Cl)c(C(F)(F)F)c2)S(C)(=O)=O)CC1,5.8,3.0,2.7,0.8,16.3,1648,0.274,92.3,1.2,9.4,x
Cc1sc2nc(C(C)C)nc(SCC(=O)NCc3ccco3)c2c1C,10.9,13.2,0.5,2.7,17.5,1617,x,91.5,10.1,4.9,23.1
CC1CCN(C(=O)C2CCC(C)(C(=O)O)C2(C)C)CC1 (stereo not drawn),-0.8,-6.9,-1.9,2.1,10.0,1520,x,92.4,7.5,0.4,7.3
CC(C)C(=O)NCc1cc(-c2ccccc2)no1,0.4,0.1,2.0,0.0,13.3,1625,-0.0592,97.2,3.0,3.6,-12.9
C=CCSc1ncc(C(=O)OCC)c(N)n1,-1.7,-7.7,-20.7,0.1,17.9,1660,-0.641,85.9,-4.6,-0.3,-1.6
O=C(Cn1nnc(-c2ccc(Cl)cc2)n1)NC1CC2CCC1C2 (stereo not drawn),-4.0,-0.4,-14.2,0.7,-7.1,1575,-0.807,108.5,-11.6,-1.2,-28.6
O=C(COc1ccccc1)NC(NC(=S)Nc1ccccc1O)C(Cl)(Cl)Cl (stereo not drawn),-4.7,-8.6,4.5,2.0,3.6,1607,x,106.8,14.6,2.1,x
Cc1ccc(NC(=S)Nc2ncccc2C)c(C)c1,6.8,-19.2,-38.3,-1.2,10.1,1432,x,95.8,5.1,-1.6,x
COc1ccc(NC(=O)C(NC(C)=O)C(=O)NCc2ccccc2)cc1 (stereo not drawn),-2.3,-1.1,-3.4,1.1,7.5,1423,x,98.8,1.7,-8.4,x
Cc1ccc2c(CSc3nnc(C4CC4)n3N)cc(=O)oc2c1,-1.5,11.5,2.8,1.6,2.8,1349,x,103.1,-4.4,-6.4,-2.5
O=C(COc1ccc(Cl)c(Cl)c1)NN1C(=O)C2C(C1=O)C1C=CC2C12CC2 (stereo not drawn),-6.1,-3.9,-2.6,2.3,-8.3,1658,x,111.4,-2.3,-1.2,-14.3
N#CCCn1cc(C=C(C#N)C#N)c(-c2ccc(Cl)cc2)n1,-2.8,6.8,11.7,-1.7,2.4,1574,-3.32,103.3,-4.6,-4.7,-3.9
CCCC(=O)N=C1SC2CS(=O)(=O)CC2N1c1ccc(CC)cc1 (stereo not drawn),-10.6,-4.0,-3.1,1.3,9.4,1502,9.91e-05,96.3,-6.8,7.0,x
COCCNC(=O)c1ccc(C2SCC(=O)N2Cc2ccco2)cc1 (stereo not drawn),0.3,1.0,3.5,-1.5,5.9,1164,0.14,98.8,-4.0,-6.2,-1.9
Cc1nnc2n(C3CCCCC3)c(=O)c3c4c(sc3n12)COC(C)(C)C4,7.0,-16.6,10.4,0.3,18.5,1382,0.189,90.5,-6.0,-1.9,x
O=C(COc1ccc(Cl)cc1Cl)Nc1cccnc1,3.1,-0.7,-0.1,0.9,27.5,1551,-1.32,84.1,6.0,5.9,0.5
CCc1c(C(C)S(=O)(=O)c2ccc(C)cc2)[nH]c(=O)n1-c1ccc(C)cc1 (stereo not drawn),0.8,-2.4,-4.2,-0.8,2.4,1361,0.313,97.9,3.7,-3.3,x
COc1ccc(-c2nsc3c(N4CCCC4)ncnc23)cc1,6.8,8.8,-26.4,3.1,52.8*,1652,x,60.4,3.5,3.8,-4.2
O=C(Cn1cnc2ccccc2c1=O)NCc1ccc2c(c1)OCO2,6.7,7.4,-1.2,1.9,3.3,1585,0.435,101.0,11.7,-3.9,x
O=C(NC(=S)NNC(=O)c1cccs1)c1ccco1,3.4,-13.2,4.6,-0.8,5.4,1382,0.44,101.5,1.6,-1.1,x
Cc1cc2c(OCC(O)CNC3CCCCC3)cccc2[nH]1 (stereo not drawn),-8.9,2.7,-4.0,-0.6,-2.5,1454,-1.86,103.0,0.1,-1.8,-7.4
Cc1cccc(Oc2ncnc(N)c2[N+](=O)[O-])c1,0.2,-16.9,-5.9,0.2,-4.4,1520,x,102.4,0.3,-4.7,1.7
Fc1ccccc1NC(=S)NCc1ccc2c(c1)OCO2,0.2,-14.2,0.9,-0.9,5.1,1313,0.685,103.1,-4.9,-6.0,-4.7

# Of the compounds above, 5 contain a furan ring, fused or not.
SMILES,PPARg SRC3 recr,TLR4-MyD88 BLA,STAT1 inh,RAM network inh,STAT3 inh,SRC2 TRFRET art,ROMK mod,STAT3 activator,PPARg SRC-2 ag,PPARg SRC1 recr,S1P3 antagonist
Cc1c(C(=O)OCC(=O)NCCN2C(=O)CSC2=O)oc2c1ccc1ccccc12,0.9,-2.6,4.9,1.9,14.0,1704,-0.653,91.0,-8.6,0.0,1.1
Cc1cc2cc(C(c3nnnn3C(C)(C)C)N(Cc3ccco3)CC3CCCO3)c(=O)[nH]c2cc1C (stereo not drawn),-8.6,1.4,4.4,5.8,9.5,1705,x,100.6,-6.4,2.2,x
Cc1sc2nc(C(C)C)nc(SCC(=O)NCc3ccco3)c2c1C,10.9,13.2,0.5,2.7,17.5,1617,x,91.5,10.1,4.9,23.1
COCCNC(=O)c1ccc(C2SCC(=O)N2Cc2ccco2)cc1 (stereo not drawn),0.3,1.0,3.5,-1.5,5.9,1164,0.14,98.8,-4.0,-6.2,-1.9
O=C(NC(=S)NNC(=O)c1cccs1)c1ccco1,3.4,-13.2,4.6,-0.8,5.4,1382,0.44,101.5,1.6,-1.1,x
